GPR35 antagonists: inhibition of zaprinast-stimulated GPR35 beta-arrestin translocation – imaging, U2OS, beta-arrestin-GFP, zaprinast agonist, primary screen (AID 2058) | hit rate 0.052% among 290,000 | one-dose inhibition, % at 10 µM; IC50 in µM for titrated hits | U2OS GPR35 beta-arrestin-GFP translocation imaging, zaprinast antagonism; higher % means a stronger effect;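 active = inhibition of at least 50% with at least 30 cells and total cytoplasm GFP at most 10,000,000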
KOR beta-arrestin-1: KOR agonists, beta-arrestin recruitment, primary screen, cell-based, luminescence, uHTS (AID 1777); hit rate 0.02% among 280,000; KOR beta-arrestin recruitment, luminescence; higher % means a stronger effect; activation, % at 10 µM, or EC50 in µM where a hit was titrated; in the data active = activation above about 50%, passing the limit was not always enough; note: a part of the inactive calls stands beside numbers as strong as those of hits
PhoP inhibition: PhoP-dependent GFP reporter repression – Salmonella Typhimurium, primary screen (AID 1863). inhibition, % at 50 µM; hits with a dose series show IC50 in µM. S. Typhimurium PhoP-regulated promoter GFP reporter, 4 h; higher % means a stronger effect. hit rate 0.16% among 300,000;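 active = inhibition over 29.93%, a cutoff 3 SD above the screen mean, later confirmed by dose response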;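 note: 0% = low Mg2+ inducing control and 100% = high Mg2+ repressing control; strong numbers were not always called active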
GPR55 LPI antagonism: inhibition of LPI-stimulated GPR55 beta-arrestin translocation – imaging, U2OS, beta-arrestin-GFP, LPI agonist, primary screen (AID 2013); U2OS GPR55 beta-arrestin-GFP translocation imaging, LPI antagonism; higher % means a stronger effect; inhibition, % at 10 µM; hits with a dose series show IC50 in µM; hit rate 0.13% among 290,000;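 active = spots per cell inhibited over 60%, with over 100 cells counted and total cytoplasm intensity under 500,000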;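 note: U2OS cells stably carrying GPR55 and arrestin-GFP stimulated by 5 µM LPI near EC80; imaged beta-arrestin-GFP aggregate spots per cell after agonist stimulation; plate controls were LPI-stimulated DMSO wells for no effect and DMSO wells without LPI for full effect; some results filed as inactive read as strong as hits; confirmed hits need IC50 under 10 µM and bright autofluorescent wells are also inconclusive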
T cell modulator: T cell immune modulation candidate | AID 2052 | calls only at 7 µM | hit rate 0.068% among 330,000 | 2C CD8+ T cell-vesicle binding, flow cytometry; stronger effect = lower value;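 active = response, share of CD8 T cells binding vesicles, and their 90th percentile fluorescence all below set limits, cut at about 80% in these data, passing the limit was not always enough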
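Assay system – 2C mouse CD8+ T cells · Also added – QL9-loaded Drosophila micro-vesicles · Timing – Cell–vesicle co-incubation 1.5 h at 37 °C, staining 20 min on ice · Signal – flow cytometry of vesicle-bound cells · Measure – percent CD8+ FL2 mean versus row control · Controls – Peptide-free naked vesicles (low) and QL9 vesicles with 0.7% DMSO vehicle (high)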
KOR beta-arrestin-2: kappa opioid receptor blockers – cell-based, luminescence, uHTS (AID 1778). KOR beta-arrestin recruitment, luminescence, antagonist mode; higher % means a stronger effect. one-dose inhibition, % at 10 µM; IC50 in µM for titrated hits. hit rate 0.091% among 290,000; in the data active = inhibition above about 50%; note: strong numbers were not always called active
GPR55 activation: selective activators of receptor GPR55 – imaging, U2OS cells, beta-arrestin-GFP redistribution, primary screen (AID 1961); U2OS GPR55 beta-arrestin-GFP redistribution imaging; higher % means a stronger effect; one-dose activation, % at 10 µM; EC50 in µM for titrated hits; hit rate 0.048% among 290,000;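 active = activation above 40% with more than 50 cells counted in the well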;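 note: U2OS osteosarcoma cells stably expressing GPR55 and beta-arrestin-GFP; plate controls were DMSO negative control for no effect and LPI positive control for full effect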
West Nile virus CPE: West Nile virus antiviral activity, cell-based, CPE readout (AID 1621) | West Nile virus-infected cells, CPE inhibition; higher % means a stronger effect | CPE inhibition, % at 10 µM; hits with a dose series show IC50 in µM | hit rate 0.02% among 290,000; in the data active = a potency from the dose series; note: strong numbers were not always called active
NTR1 agonist: agonists of NTR1, primary screen, imaging, U2OS cells, beta-arrestin-GFP, high content (AID 493036) | P30989 | NTR1-U2OS beta-arrestin-GFP spot imaging, agonist mode | activation, % at 20 µM | hit rate 0.17% among 330,000;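 active = activation at or above 40% of the spot to cytoplasm intensity ratio, with at least 20 cells analyzed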;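 note: 0% = DMSO without peptide and 100% = 100 nM NTR1 peptide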
Target sequence (P30989 whole entry, looked up): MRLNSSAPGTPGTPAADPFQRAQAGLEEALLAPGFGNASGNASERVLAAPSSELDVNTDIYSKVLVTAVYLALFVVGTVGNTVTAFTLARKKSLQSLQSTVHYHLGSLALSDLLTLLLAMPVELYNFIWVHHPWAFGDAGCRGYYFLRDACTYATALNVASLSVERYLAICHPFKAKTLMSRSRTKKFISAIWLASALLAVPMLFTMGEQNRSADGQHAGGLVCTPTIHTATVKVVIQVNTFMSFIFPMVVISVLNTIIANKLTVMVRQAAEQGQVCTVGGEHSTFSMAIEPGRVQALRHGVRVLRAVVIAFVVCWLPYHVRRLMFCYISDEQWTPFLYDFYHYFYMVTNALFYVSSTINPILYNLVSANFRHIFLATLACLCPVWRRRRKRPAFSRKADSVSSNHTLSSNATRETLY
T cell modulator vesicle-bound %: also measured in T cell modulator; calls as there; double positive events, %; measured here: CD8+ vesicle-bound cell fraction;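 binding gate set so that unloaded-vesicle control wells show 10% double positive cells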
NTR1 agonist cell count 20 µM: also measured in NTR1 agonist; calls as there; cell count; measured here: cell count, cytotoxicity flag
The depositor's hits bear a star; i = inactive; . = no result given; + = active, no number; [ ] = remark or other dose.

SMILES	GPR35 antagonists	KOR beta-arrestin-1	PhoP inhibition	GPR55 LPI antagonism	T cell modulator	T cell modulator vesicle-bound %	KOR beta-arrestin-2	GPR55 activation	West Nile virus CPE	NTR1 agonist	NTR1 agonist cell count 20 µM
C=C(C)Cn1c(CCCNC(=O)CCC)nc2ccccc21	-6%	-2.5%	3%	1%	i	42	28%	0.6%	-1.7%	-1.1	103
Cc1cnc(=O)[nH]c1SCc1cccc([N+](=O)[O-])c1	-8%	12%	10%	-3%	i	16	-51%	-0.1%	-0.1%	1.4	52
CN1/C(=C\C=N\NC(=O)c2ccc(O)cc2)C(C)(C)c2ccccc21	-1%	13%	-10%	14%	i	50	-2%	-0.1%	-1.3%	4.1	41
Cc1ccccc1-c1nc2cc(Cl)ccc2o1	19%	-0.9%	-3%	13%	i	22	2%	-0.3%	0.2%	2.8	86
CCOC(=O)C1=C(SCC)c2cc3c(n2C1=O)CCCC3	8%	-0.9%	0%	4%	.	.	-4%	0.0%	0.3%	10	52
CC1=NNC(=O)/C1=C\c1cn(-c2ccccc2)nc1-c1ccc(Cl)cc1	-4%	-2.1%	-2%	30%	i	11	-14%	30%	-2.7%	101*	61*
CCCCc1nc2cc(C(=O)NCc3nccn3CC)ccc2o1	-12%	3.0%	-1%	14%	i	26	-18%	-0.2%	-0.4%	-0.2	77
CC(C)CC(NC(=O)CNC(=O)C1O[C@@H]2OC(C)(C)O[C@@H]2[C@H]2OC(C)(C)O[C@@H]12)C(=O)O (stereo partly specified)	-9%	11%	1%	-8%	i	52	-11%	0.9%	0.7%	2.1	84
Cc1ccc(N2CC(C(=O)N3CCc4ccccc4C3)CC2=O)cc1 (stereo unspecified)	4%	-2.8%	10%	6%	i	9	25%	0.2%	-0.8%	-0.4	46
Cc1ccc(Cl)c2c1=NC(=O)C=2c1[nH]c(=S)[nH]c1O	-3%	-7.3%	2%	8%	i	41	16%	0.1%	-0.3%	3.3	53
CC1(C)CC(=O)C2=C(C1)c1c(ccc3ccccc13)NC2c1ccc(Br)o1 (stereo unspecified)	-8%	2.6%	3%	22%	i	44	28%	-0.2%	-0.6%	11	94
COc1cc(/C=N/n2c(-c3cc(C)[nH]n3)n[nH]c2=S)cc(OC)c1O	12%	2.5%	3%	5%	i	53	12%	-0.2%	0.2%	1.1	57
Cc1cccc(NC(=O)C2CCN(C(=O)[C@@H]3Cc4ccccc4CN3)CC2)c1	-2%	-2.0%	-7%	14%	i	14	-36%	1.2%	-0.1%	2.3	67
O=C1CC(Cc2ccccc2)C(=O)N1c1ccccn1 (stereo unspecified)	11%	0.0%	2%	2%	i	32	30%	-0.1%	0.5%	-1.1	46
CCN(CC)S(=O)(=O)c1cccc(C(=O)N/N=C/c2ccc(N3CCOCC3)cc2)c1	-9%	-5.2%	-4%	3%	i	43	-8%	0.1%	0.0%	-0.7	57

Laid out differently: 3 of the compounds above
structure: CN1/C(=C\C=N\NC(=O)c2ccc(O)cc2)C(C)(C)c2ccccc21
  GPR35 antagonists: -1%
  KOR beta-arrestin-1: 13%
  PhoP inhibition: -10%
  GPR55 LPI antagonism: 14%
  T cell modulator: i
  T cell modulator vesicle-bound %: 50
  KOR beta-arrestin-2: -2%
  GPR55 activation: -0.1%
  West Nile virus CPE: -1.3%
  NTR1 agonist: 4.1
  NTR1 agonist cell count 20 µM: 41

structure: Cc1ccccc1-c1nc2cc(Cl)ccc2o1
  GPR35 antagonists: 19%
  KOR beta-arrestin-1: -0.9%
  PhoP inhibition: -3%
  GPR55 LPI antagonism: 13%
  T cell modulator: i
  T cell modulator vesicle-bound %: 22
  KOR beta-arrestin-2: 2%
  GPR55 activation: -0.3%
  West Nile virus CPE: 0.2%
  NTR1 agonist: 2.8
  NTR1 agonist cell count 20 µM: 86

structure: CCOC(=O)C1=C(SCC)c2cc3c(n2C1=O)CCCC3
  GPR35 antagonists: 8%
  KOR beta-arrestin-1: -0.9%
  PhoP inhibition: 0%
  GPR55 LPI antagonism: 4%
  T cell modulator: .
  T cell modulator vesicle-bound %: .
  KOR beta-arrestin-2: -4%
  GPR55 activation: 0.0%
  West Nile virus CPE: 0.3%
  NTR1 agonist: 10
  NTR1 agonist cell count 20 µM: 52

(listing goes on)
SMILES	GPR35 antagonists	KOR beta-arrestin-1	PhoP inhibition	GPR55 LPI antagonism	T cell modulator	T cell modulator vesicle-bound %	KOR beta-arrestin-2	GPR55 activation	West Nile virus CPE	NTR1 agonist	NTR1 agonist cell count 20 µM
CCN1CCN(C(=O)CSc2ccc(C)cc2)CC1	16%	4.9%	-3%	-2%	i	46	-24%	0.3%	-1.1%	1.4	49
O=C(NC1CCCC1)C(c1cccnc1)N(Cc1ccccc1F)C(=O)c1csnn1 (stereo unspecified)	-8%	1.3%	-2%	1%	i	24	-2%	0.4%	-0.1%	-0.8	54
O=C(O)COc1c(-c2ccc(Cl)cc2)oc2ccccc2c1=O	10%	-4.3%	-7%	0%	i	55	15%	0.1%	-0.4%	1.5	43
CC(=O)c1cccc(NC(=O)c2ccc(N(Cc3ccccc3)S(C)(=O)=O)cc2)c1	-2%	0.1%	-4%	3%	i	55	-6%	-0.2%	0.1%	-0.8	80
CCOc1ccc(N(CC(=O)Nc2ccc(OC)cc2)S(=O)(=O)c2c(C)[nH]c(=O)[nH]c2=O)cc1	-18%	-2.3%	-9%	9%	i	24	-15%	-0.4%	.	0.1	48
O=C(Cn1ncc2c3ccccc3n(Cc3ccccc3F)c2c1=O)NCC1CCCO1 (stereo unspecified)	-1%	0.1%	6%	0%	i	8	-8%	-0.1%	0.5%	0.1	59
COc1ccc(CNC(=O)Cn2nnc(-c3ccc(NC(=O)C4CCCCC4)cc3)n2)cc1	-1%	-2.9%	11%	19%	i	50	5%	-0.4%	0.5%	1.1	88
COc1cc(NC(=S)NC(=O)c2ccccc2C)ccc1NC(=O)c1cccs1	-3%	-0.5%	-5%	3%	i	66	-12%	0.1%	1.0%	-2.2	14
Cc1ccc(Nc2cc(C)c3ccc(O)cc3n2)cc1C	-14%	6.8%	60%	1%	i	60	-3%	-0.1%	0.2%	16	68
COC(=O)c1cc(=O)n(Cc2ccc3c(c2)OCO3)c(=Nc2ccccc2)s1	-18%	-1.2%	0%	4%	i	19	-15%	2.5%	1.4%	8.9	93
COc1cc(C2CC(=O)NC(SCC(=O)Nc3ccccc3C)=C2C#N)ccc1O (stereo unspecified)	4%	-1.6%	3%	27%	i	48	1%	0.3%	-0.2%	0.5	63
CCOC(=O)C1=C(C)OC(N)=C(C#N)C1c1cc2c(cc1Br)OCO2 (stereo unspecified)	3%	6.7%	-7%	3%	i	16	3%	-0.2%	0.6%	-0.5	85
CCC(C)(C)C1CCC(NC(=O)N2CCN(c3ccccc3O)CC2)CC1 (stereo unspecified)	1%	-1.5%	5%	-2%	i	49	-76%	-0.1%	-1.5%	0.4	43
Cn1cc(CN2CCCC(CO)C2)c(-c2ccc(Oc3ccccc3)cc2)n1 (stereo unspecified)	3%	.	-5%	11%	i	51	-9%[20 µM]	-0.1%	0.0%	-0.8	93
CCOC(=O)CC1C(=O)NCCN1C(=O)Nc1ccc(Cl)cc1 (stereo unspecified)	-5%	-0.8%	4%	7%	i	43	1%	-0.2%	-0.2%	-0.7	55
Cn1c(CO)cnc1SCC(=O)c1ccc(Br)cc1	0%	2.4%	7%	-2%	i	53	-4%	-0.2%	-0.3%	2.7	56
Cc1cc(C)c2sc(C)[n+](CCCS(=O)(=O)[O-])c2c1	13%	.	-4%	-7%	i	27	-17%[20 µM]	-0.2%	0.9%	0.7	63
CCOC(=O)c1ccc(N2C(=O)C(CC(N)=O)N(CCc3ccc(OC)c(OC)c3)C2=S)cc1 (stereo unspecified)	16%	-9.3%	0%	4%	i	29	-11%[20 µM]	-0.1%	-0.7%	-0.4	52
O=C(NNc1c(Cl)cc(Cl)cc1Cl)c1n[nH]c(=O)c2ccccc12	2%	4.3%	4%	-7%	i	32	2%	-0.1%	-0.6%	3.7	59
COc1ccc(N=Nc2c(-c3ccc(OC)cc3)[nH]oc2=O)cc1	4%	-3.8%	3%	-6%	i	64	-48%[20 µM]	0.6%	-0.6%	2.5	63
Cc1ccc(N(CC(=O)NCc2ccco2)C(=O)CNS(=O)(=O)c2ccc(F)cc2)c(C)c1	10%	4.9%	5%	-2%	i	52	-49%	-0.2%	1.9%	-0.3	40
O=C(O)C1CCC(Cn2c(SCc3cc(=O)n4cc(Cl)ccc4n3)nc3ccsc3c2=O)CC1 (stereo unspecified)	-13%	-4.4%	-3%	3%	+	2.0*	7%	0.5%	0.5%	1.7	45
COc1cc(CNC2CCCCCC2)cc(OC)c1	19%	1.9%	-2%	11%	i	33	4%	0.6%	-0.9%	-0.9	39
Cc1no[n+]([O-])c1COc1ccccc1/C=C1\NC(=S)NC1=O	7%	10%	4%	10%	i	39	10%	-0.1%	-0.1%	0.7	51
COc1ccc(-c2nc(N)ncc2-c2csc(C)n2)c(O)c1OC	-4%	-0.3%	0%	10%	i	24	-2%	0.1%	-0.2%	0.4	94
O=S(=O)(Nc1ccc2ccccc2n1)c1ccccc1Cl	19%	-1.3%	1%	18%	i	10	-6%	-0.2%	-0.4%	-0.1	43
O=c1c2cc(Br)cc(Br)c2oc2nc3n(c(=O)c12)CCCS3	6%	3.1%	0%	-5%	i	24	-40%	-0.1%	.	2.1	78
CN(NC(=O)c1ccccc1F)c1ccc([N+](=O)[O-])cn1	4%	8.2%	1%	-12%	i	7	-23%	-0.2%	0.3%	-0.4	46
CCOC(=O)c1nc(Nc2ccc(Nc3ccccc3)cc2)c2ccccc2n1	-26%	-4.2%	-9%	2.5µM*	.	.	22%	-0.5%	-0.2%	.	.
COc1ccc(C(=O)Nc2cc(C)nn2-c2nc3ccccc3[nH]2)c(OC)c1	-13%	-5.8%	0%	8%	i	32	0%	-0.1%	1.6%	23	35
Nc1ccccc1SC1CC(=O)N(c2ccccc2Cl)C1=O (stereo unspecified)	2%	-0.3%	-8%	1%	i	23	-2%	0.3%	0.0%	0.5	92

Some of these compounds in order of their number in PhoP inhibition, low to high:
SMILES | PhoP inhibition
CCOC(=O)c1nc(Nc2ccc(Nc3ccccc3)cc2)c2ccccc2n1 | -9%
Nc1ccccc1SC1CC(=O)N(c2ccccc2Cl)C1=O (stereo unspecified) | -8%
COc1ccc(-c2nc(N)ncc2-c2csc(C)n2)c(O)c1OC | 0%
Cc1ccc(N(CC(=O)NCc2ccco2)C(=O)CNS(=O)(=O)c2ccc(F)cc2)c(C)c1 | 5%
Cn1c(CO)cnc1SCC(=O)c1ccc(Br)cc1 | 7%

Assay outcomes (PubChem BioAssay)
